ATXN viability: Viability Counterscreen for Primary qHTS for Inhibitors of ATXN expression; S2 cells (HEK-293 line with an ATXN2-luciferase reporter) viability, CellTiter-Fluor protease fluorescence, 24 h; 400,000 tested, 0.49% active; AID 651635, 2014; Potency, µM (titrated, usually from 56.7 µM), usual class: cytotoxic; further: potency means the concentration at half of the fitted maximal effect; nearly all actives have a fitted effect of over 40% in size
IL-1B inflam inh: qHTS for Inhibitors of Inflammasome Signaling: IL-1-beta AlphaLISA Primary Screen; activity change, % at 57.5 µM; 360,000 tested, 4.7% active; THP-1 LPS/ATP IL-1B secretion, AlphaLISA, 16 h; hits give low values; in the data active means activity change below about -50%; inconclusive means mostly about -30% to -49%; further: on the % scale 0 is the no-effect control and ±100 the full control effect
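Secreted IL-1B measured by AlphaLISA bead assay after 16 h compound exposure of THP-1 cells; compounds (final up to 57.5 uM) added 1 h before LPS (250 ng/mL) and ATP (1.25 mM) stimulation; lower signal means less secretion.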
Nrf2 activator: qHTS of Nrf2 Activators; AREc32 ARE-luciferase reporter (MCF7-derived line), luminescence, 24 h; Potency, µM (titrated, usually from 46.1 µM), for the others: at the top dose activation, hits mostly activators; 410,000 tested, 0.31% active; further: potency means the concentration at half of the fitted maximal effect; % of control where 0% means no effect; nearly all actives have a fitted effect of over 65% in size
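AREc32 cells carrying an ARE-driven firefly luciferase, 1000 cells/well in OPTI-MEM with 5% FBS, dosed after overnight attachment and incubated 24 hr at 37 deg C. Steady-Glo luminescence read after 30 min at RT.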
MCF10A rerep: A quantitative high throughput screen for small molecules that induce DNA re-replication in MCF 10a normal breast cells. Potency, µM (top dose mostly 46.1 µM), for inactives: top-dose activity, positive = re-replication, actives largely listed as activators. MCF 10A DNA re-replication, Hoechst nuclear intensity, 48 h. 350,000 tested, 2.9% active. AID 624296, 2012; further: potency means the concentration at half of the fitted maximal effect; % of control where 0% means no effect; nearly all actives have a fitted effect of over 50% in size
Nrf2 inh: Nrf2 qHTS screen for inhibitors. A549 ARE-Fluc reporter, luciferase luminescence, 18-24 h. Potency, µM (titrated, usually from 46 µM), for inactives: at the highest dose activity change, negative = inhibition, most hits filed as inhibitors. 360,000 tested, 2.1% active. AID 504444, 2011; further: potency means the concentration at half of the fitted maximal effect; on the % scale 0 is the no-effect control and ±100 the full control effect; nearly all actives have a fitted effect of over 60% in size
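In this cell-based qHTS, ARE-driven firefly luciferase in A549 cells reports Nrf2 activity; the luminescent signal after BugLite lysis is the measured value, with a prior CellTiter-Fluor read for cell health.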
TGFb inhibitor: qHTS for Inhibitors of TGF-b; HepG2 CAGA-GFP TGF-b/SMAD3 reporter, GFP fluorescence, 18 h; TGF-beta stimulated, 500 pg/mL final; Potency, µM (doses to about 46.1 µM), for the others: top-dose activity, negative = inhibition, most hits filed as inhibitors; 410,000 tested, 1.2% active; further: potency means the concentration at half of the fitted maximal effect; on the % scale 0 is the no-effect control and ±100 the full control effect; nearly all actives have a fitted effect of over 65% in size
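HEPG2 CAGA-GFP reporter cells (1000/well, DMEM with 1% FBS) received compounds, then recombinant TGF-beta at 500 pg/mL final for 18 hours at 37 degrees C. Per-cell GFP summed per well was normalised to unstimulated and stimulated DMSO controls before curve fitting.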
A549 viability: Nrf2 qHTS screen for inhibitors: counterscreen for cytotoxicity; A549 ARE-Fluc cells, CellTiter-Fluor viability, 18-24 h; Potency, µM (series often up to 46 µM), for the others: top-dose activity change, negative = cytotoxicity, most hits filed as inhibitors; 390,000 tested, 0.16% active; AID 504648, 2011; further: potency means the concentration at half of the fitted maximal effect; on the % scale 0 is the no-effect control and ±100 the full control effect
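Cytotoxicity counterscreen: CellTiter-Fluor fluorescence was measured in A549 ARE_Fluc cells after 18-24 h of compound exposure in a concentration series. The subsequent BugLite luminescent read reports ARE-luciferase activity.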
ATXN2 expr inh: Primary qHTS for Inhibitors of ATXN expression; HEK-293 ATXN2-luciferase reporter, luminescence, 24 h; 360,000 tested, 0.72% active; Potency, µM (top dose mostly 57 µM), for the others: top-dose activity change, negative = inhibition, usual class: inhibitors; further: potency means the concentration at half of the fitted maximal effect; on the % scale 0 is the no-effect control and ±100 the full control effect; nearly all actives have a fitted effect of over 55% in size
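ATXN2-luciferase reporter cells (luciferase flanked by upstream and downstream ATXN2 gene portions) were treated 24 h at 37 °C with compounds at up to 57 uM. SteadyGlo luminescence gave expression; GF-AFC fluorescence gave viability.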
HepG2 tox: qHTS for Inhibitors of TGF-b: Cytotox Counterscreen; HepG2 CAGA-GFP viability, ATP luminescence, 18 h; Potency, µM (titrated, usually from 46.1 µM), inactives show top-dose activity change, negative = cytotoxicity, hits mostly cytotoxic; 410,000 tested, 0.76% active; further: potency means the concentration at half of the fitted maximal effect; some results filed as inactive show a strong effect at the top dose
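HepG2 CAGA-GFP cells (1000/well, DMEM with 1% FBS) received compound, then TGF-beta at 500 pg/mL final, and were incubated 18 hours at 37 degrees C. Viability was read by CellTiter-Glo luminescence. Media-only wells were set as complete cell-killing and DMSO as no toxicity.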
An asterisk follows results filed as active; i = inactive; ? = inconclusive; nt = not tested or not shown; & = joins results of further samples; [ ] = dose if it differs, or a comment. Unless noted, the call rests on the fitted dose curve; in most records, active means well fitted curve in the direction sought with a large enough effect; inconclusive means small, poorly fitted or top-dose-only effect, or another doubt; inactive means no such curve, though single readings can be large; an effect the other way counts as inactive or inconclusive.

SMILES	ATXN viability	IL-1B inflam inh	Nrf2 activator	MCF10A rerep	Nrf2 inh	TGFb inhibitor	A549 viability	ATXN2 expr inh	HepG2 tox
O=C1C(=O)N(c2ccc(O)cc2)C(c2ccccc2[N+](=O)[O-])/C1=C(\O)c1ccccc1 (stereo not given)	i	40	-0.5%	-2%	0%	6%	2%	2%	9%
Cc1cccc(CSc2nnc(-c3ccco3)n2C)c1	i	?	0.6%	2%	14%	2%	-2%	18%	-18%
CC(C)CNS(=O)(=O)c1ccc(CCC(=O)N2CCCC2)cc1	i	-1	0.3%	1%	-8%	-2%	10%	3%[11.3 µM]	-14%
COc1cccc2ccc(CC(O)(c3ccccc3)c3ccccc3)nc12	i	30	5.9%	nt	nt	2%	nt	nt	-4%
COC(=O)N/N=C/c1cn(CC(C)COc2ccccc2)c2ccccc12 (stereo not given)	i	-22	0.0%	?	6%	0%	5%	?	-16%
O=C(COC(=O)CCN1C(=O)C2CC=CCC2C1=O)NCCc1ccccc1 (stereo not given)	i	0	0.6%	0%	4%	?	1%	5%	-10%
Cc1ccc(S(=O)Cc2ccc(C(=O)N3CCN(C(=O)c4ccco4)CC3)o2)cc1 (stereo not given)	i	-27	0.0%	0%	-11%	-11%	2%	2%	-20%
CCOC(=O)C1=C(c2ccccc2)OC(N)=C(C#N)C1c1ccco1 (stereo not given)	i	-6	4.1%	14%	nt	13%	-1%	4%	3%
COc1ccc(-n2nc3c(c2NC(=O)C(=O)NCc2ccccc2)CSC3)cc1	i	nt	0.3%	nt	nt	-4%	2%	1%	-3%
CN1CC(=O)NC1=NC(=O)c1ccc(Cl)c(S(=O)(=O)N2CCCCCC2)c1	i	4	-0.3%	?	?	1%	-6%	-16%	-14%
Cc1coc2c1c(C)cc1oc(=O)c(CC(=O)NCCC(=O)O)c(C)c12	i	-8	0.5%	-8%	-1%	2%	6%	nt	-21%
CC(CC(=O)N1CCN(c2ccc(C(F)(F)F)cn2)CC1)n1ccnc1 (stereo not given)	i	-11	-0.5%	-45%[inhibitor]	?	0%	4%	-18%	0%
Cc1ccc(-n2nnc3c(=O)n(CC(=O)N4CCOCC4)cnc32)cc1	nt	13	-0.7%	9%	6%	15%	-12%	-30%	3%
CCC(C)NC(=O)C1CCN(c2nc(OC)nc(OC)n2)CC1 (stereo not given)	i	2	-0.1%	-2%	16%	0%	?	7%	16%
COC(=O)c1sccc1S(=O)(=O)N(CC(=O)NCc1ccccc1)c1ccc(C)c(C)c1	i	nt	0.1%	nt	-2%	-27%	-10%	-5%	-39%
CCNC(=O)COc1ccc(/C=C2\COc3ccccc3C2=O)cc1OC	?	-102*	-2.6%	?	6%	?	0%	?	-24%
CC(C)CN(C(=O)COC(=O)CN1C(=O)c2ccccc2C1=O)c1c(N)n(Cc2ccccc2)c(=O)[nH]c1=O	i	22	0.2%	18%	3%	6%	-5%	11%	6%
CCOC(=O)C1CCN(C(=O)Cc2ccc(C)cc2)CC1	i	10	-0.4%	-5%	8%	6%	5%	10%	-2%
O=S(=O)(c1ccccc1)c1nnn2c1nc(NC1CCCCC1)c1sccc12	nt	nt	-0.8%	nt	-1%	22%	5%	nt	3%
Cc1cccc(CN2CCC(CNC(=O)Cn3ncc4c([nH]c5ccc(C)cc54)c3=O)CC2)c1	i	nt	-0.3%	nt	?	6%	23%	-2%	-5%
Cn1c(SCC(=O)Nc2ccc3[nH]c(=O)[nH]c3c2)nnc1-c1ccc(F)cc1	i	19	0.2%	4%	2%	3%	4%	8%	0%
CNS(=O)(=O)c1cc2c3c(cccc3c1)C(=O)NC2=O	i	-10	-0.3%	22%	?	2%	1%	nt	7%
Cc1cc(Br)cc(C=Nc2ccc(N3CCOCC3)cc2)c1O	i	31	-0.2%	8%	?	?	-6%	-7%	8%
CCOc1ccc(C(=O)NC(=S)NCc2cccnc2)cc1	i	0	-0.5%[9.22 µM]	-3%	12%	?	-1%	-3%	1%
CCOc1ccc(N2C(=O)C(CC(=O)Nc3ccc(F)cc3)N(Cc3ccccn3)C2=S)cc1 (stereo not given)	i	-27	15%	13%	?	?	-7%	1%	-2%
O=C(COC(=O)c1ccc(Br)o1)Nc1ncc([N+](=O)[O-])s1	i	21	3.3%	-1%	9%	-24%	-12%	25%	-6%
O=c1cc(O)c(-c2cccc(C(F)(F)F)c2)c(Cl)[nH]1	i	-6	-1.4%	0%	0%	-22%	-3%	nt	-5%
CCN(CC)C(=O)[C@H]1C[C@H](CC(=O)NCCCN(C)C)C(=O)N2CCc3c([nH]c4cc(CCC(=O)N(C)C)ccc34)[C@]12C	i	13	-0.5%	2%	7%	1%	-4%	3%	-17%
O=C(NC1(C(F)(F)F)C(=O)Nc2c1c(=O)[nH]c(=O)n2-c1ccccc1)c1ccccc1 (stereo not given)	i	nt	0.0%	nt	5%	14%	-5%	9%	-3%
Cc1ccccc1NCc1nc2ccccc2n1C	i	-7	3.7%	-4%	?	-24%	?	7%	-42%
Cc1[nH]c2ccccc2c1C(=O)C(=O)NC1CC(=O)N(c2ccccc2)C1 (stereo not given)	nt	nt	0.8%	nt	nt	0%	-7%	nt	7%
O=C(Cc1ccc(S(=O)(=O)N2CCCC2)s1)Nc1cccc([N+](=O)[O-])c1	i	-16	28%	-3%	?	?	-2%	nt	-9%
CSc1ccc(S(=O)(=O)NCC(=O)OCCOc2ccccc2)cc1[N+](=O)[O-]	i	19	-0.4%	?	5%	?	1%	2%	-33%
O=C(NC(=S)Nc1ccccc1C(F)(F)F)c1ccccc1F	?	0	9.1%	10µM*	-15%	-8%	0%	-4%	-9%
CC(C)CN(C(=O)COC(=O)CCN1C(=O)c2ccccc2C1=O)C1CCS(=O)(=O)C1 (stereo not given)	?	11	0.1%	2%	21%	0%	3%	-4%	-1%
COc1ccc(CCC(=O)NNC(=O)Nc2cc(Cl)ccc2C)cc1	i	i	0.1%	-5%	6%	14%	9%	-10%	25%
CC(=O)NC(c1ccc(F)c(F)c1)c1nc(-c2cnc3ccccc3c2)cs1 (stereo not given)	i	9	6.8%	nt	nt	28%	nt	11%	2%
COC(=O)c1ccc(-c2ccco2)n1Cc1ccccc1Cl	i	10	3.4%	?	-9%	1%	1%	4%	-16%
S=c1[nH]nc(C2CCCCC2)n1/N=C/c1c(Cl)cccc1Cl	i	9	-0.7%	?	14%	-6%	2%	-5%	2%
Cc1ccc(C)c(NC(=O)c2oc(=O)c3ccccc3c2-c2ccccc2)c1	i	-10	7.0%&0.4%	24%	?	-14%&-9%	-5%&-13%	-15%&-12%	-33%&-17%
CN(Cc1ccc(Cl)c(Cl)c1)C(=O)c1cccc(S(=O)(=O)N2CCN(Cc3ccccc3)CC2)c1	i	?	0.3%	29%	9.2µM*	?	-20%	-31%	-19%
O=C(Nc1cccc(C(=O)O)c1)/C(=C\c1ccccc1)NC(=O)c1ccccc1	i	8	-0.3%	-3%	-2%	14%	3%	0%	1%
Cc1ccc2nc(-c3ccccc3)c(Cc3ccsc3)n2c1	?	-13	6.6%	nt	nt	nt	nt	0%	nt
CC1CCCCC1NCc1cccc([N+](=O)[O-])c1 (stereo not given)	i	?	0.3%	11%	9%	2%	-3%	30%	1%
COc1ccc(CC(=O)NC2CCSc3ccccc32)c(OC)c1 (stereo not given)	i	-18	-0.2%	20%	-12%	-3%	-2%	-10%	1%
Cc1cc2c(ncn2C)c(NS(=O)(=O)c2ccccc2Cl)c1C	i	-11	-0.5%	6%	0%	1%	-11%	-3%	-6%
COc1ccc(C(=O)Nc2cc(C(F)(F)F)ccc2Cl)cc1OC	i	-11	8.8%	-3%	?	21%	0%	-18%	0%
N#Cc1nc(-c2ccc(OCc3ccccc3)cc2)oc1NCc1cccnc1	i	?	6.0%	-6%	?	21%	-10%	-23%	6%
CCN=C1SC(CC(=O)Nc2ccccc2OCC)C(=O)N1CC (stereo not given)	i	-5	-0.7%	1%	-21%	2%	3%	2%	-24%
c1ccc2nc3c(nc2c1)c1ccccc1n3CCN1CCOCC1	i	-63*	9.4%	18µM*	-10%	16%	-19%	-28%	-14%
COc1ccccc1C(CNC(=O)C1CC(=O)N(Cc2ccc(C)cc2)C1)N1CCCC1 (stereo not given)	i	1	3.6%	3%	-6%	4%	0%	-10%	-9%
CC(=O)c1cccc(NC(=O)C2CCN(S(=O)(=O)c3ccc4c(c3)CCCN4C(C)=O)CC2)c1	i	nt	0.5%	nt	nt	4%	2%	7%	-3%
O=c1oc2ccc(NS(=O)(=O)c3cccc4cccnc34)cc2s1	i	0	7.5%	?	?	-25%	2%	-22%	-23%

A different layout for five compounds above.
SMILES,ATXN viability,IL-1B inflam inh,Nrf2 activator,MCF10A rerep,Nrf2 inh,TGFb inhibitor,A549 viability,ATXN2 expr inh,HepG2 tox
O=C(Nc1cccc(C(=O)O)c1)/C(=C\c1ccccc1)NC(=O)c1ccccc1,i,8,-0.3%,-3%,-2%,14%,3%,0%,1%
COc1ccc(CC(=O)NC2CCSc3ccccc32)c(OC)c1 (stereo not given),i,-18,-0.2%,20%,-12%,-3%,-2%,-10%,1%
c1ccc2nc3c(nc2c1)c1ccccc1n3CCN1CCOCC1,i,-63*,9.4%,18µM*,-10%,16%,-19%,-28%,-14%
Cc1ccc2nc(-c3ccccc3)c(Cc3ccsc3)n2c1,?,-13,6.6%,nt,nt,nt,nt,0%,nt
CC(=O)c1cccc(NC(=O)C2CCN(S(=O)(=O)c3ccc4c(c3)CCCN4C(C)=O)CC2)c1,i,nt,0.5%,nt,nt,4%,2%,7%,-3%

Screens (PubChem)
